D1 ag = agonists of human D1 dopamine receptor | 1% of 360,000 active | HEK293 T-REx D1 cells, calcium flux, agonist mode | P21728 | activation, % at 2 µM; in the data active = activation above about 30%; also: 0% is about no effect
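Inducible HEK293 T-REx D1 cells, force-coupled to calcium signalling, were plated at 4000 cells/well with tetracycline and held overnight at 30 C. After no-wash calcium dye loading, compound-evoked calcium rise over 180 s flagged agonists.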
RXFP1 ag = agonists of human relaxin receptor RXFP1. Q9HBX9. HEK293T-RXFP1 cAMP TR-FRET, 30 min; response scale: percent of porcine relaxin response, buffer zero. Potency, µM (series often up to 57.5 µM), inactives show top-dose activation, most hits filed as activators. 0.3% of 370,000 active. AID 2676; also: potency is read from the fitted curve at half-maximal effect; % is scaled to controls: 0 for no effect and ±100 for the full control effect; nearly all actives have a fitted effect of over 60% in size; many of its hits are not listed in these tables
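Agonist response is measured as cAMP accumulation in an RXFP1-transfected HEK293T line under PDE4 inhibition. Values are scaled between buffer-only and 29 nM porcine relaxin, and EC50s come from standard Hill equation fits.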
Vif-A3F inh = blocks the Vif interaction with APOBEC3F; HeLa A3F-eYFP + Vif (tagged APOBEC3F with the HIV-1 protein that degrades it), YFP fluorescence increase; Potency, µM (highest dose often 46.1 µM), for the others: at the highest dose activity, negative = active; 0.2% of 390,000 active; AID 602313; also: potency is read from the fitted curve at half-maximal effect; % of control where 0% means no effect; nearly all actives have a fitted effect of over 65% in size
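HeLa cells stably expressing Vif plus C-terminally eYFP-tagged A3F were seeded, incubated overnight at 37 deg C, dosed with compound, incubated overnight again at 37 deg C. Yellow fluorescence (Ex 488/Em 500-530) reported blocked Vif-mediated A3F-eYFP degradation.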
D1 PAM = enhances dopamine response at the human D1 receptor; HEK293 TREx D1 cells, calcium flux, dopamine EC20 potentiation; AID 504651; potentiation, % at 10 µM; P21728; 0.036% of 360,000 active; in the data active = potentiation above about 30%; also: 0% is about no effect
Glioma ERSR ind = inducers of ER stress response in human glioma cells | U87-MG GRP78 promoter luciferase reporter, 16 h | Potency, µM, without a hit: at the highest dose activation, actives largely listed as activators | 0.02% of 420,000 active; also: potency is read from the fitted curve at half-maximal effect; series mostly up to about 76 µM; % of control where 0% means no effect; nearly all actives have a fitted effect of over 35% in size
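ERSR induction read as luciferase luminescence (Bright-Glo, 10 min at room temperature) in stably transfected human U87-MG glioma cells exposed to compounds for 16 h, using GRP78 as sensor.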
D2 PAM = D2 dopamine receptor (human) potentiation; HEK293 T-REx D2, calcium flux, EC20 dopamine potentiation; potentiation, % at 10 µM; 0.34% of 340,000 active; AID 485347;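 active = potentiation over 3 SD above the plate norm, cut at about 30% in these data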; also: 0% is about no effect
Target sequence (P14416 whole entry, looked up): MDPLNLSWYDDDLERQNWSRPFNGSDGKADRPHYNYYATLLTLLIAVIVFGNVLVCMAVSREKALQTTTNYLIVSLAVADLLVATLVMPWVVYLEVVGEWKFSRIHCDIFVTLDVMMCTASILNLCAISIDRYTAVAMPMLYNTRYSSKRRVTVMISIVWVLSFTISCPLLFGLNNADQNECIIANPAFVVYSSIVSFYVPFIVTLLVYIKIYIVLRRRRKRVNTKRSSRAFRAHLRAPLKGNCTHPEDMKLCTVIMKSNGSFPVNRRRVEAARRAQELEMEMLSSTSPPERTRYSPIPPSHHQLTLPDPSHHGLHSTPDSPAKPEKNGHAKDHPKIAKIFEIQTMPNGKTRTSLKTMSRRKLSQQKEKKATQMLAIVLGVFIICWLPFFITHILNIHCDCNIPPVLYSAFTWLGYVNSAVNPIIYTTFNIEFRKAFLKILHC
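Tetracycline-induced HEK293 T-REx cells force-coupled to calcium signalling expressed D2; compounds were pin-added after a 10 s baseline, read kinetically 180 s, then an EC20 dopamine challenge followed with a further 180 s calcium read.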
LDHA block = blocks human lactate dehydrogenase A; AID 1347041; 0.15% of 480,000 active; P00338; activity change, % (values are at about 110 or 230 µM); purified LDHA, NADH/diaphorase-resazurin fluorescence; stronger effect = lower value; in the data active = activity change below about -30%; inconclusive = mostly about -25% to -30%;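 also: plate controls were DMSO wells for no effect and wells without enzyme for full effect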
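LDH5 2 nM; NADH 0.06 mM, pyruvate 0.2 mM; 200 mM Tris pH 7.4, EDTA, Tween-20; 5 min RT. Detection: diaphorase 0.133 mg/mL + resazurin 37 µM, fluorescence ex540/em590 at 0 and 20 min; normalized to enzyme-free and DMSO wells.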
D1 antagonist = antagonists of human D1 dopamine receptor | P21728 | activity change, negative = inhibition, % at 10 µM | 3.2% of 360,000 active | HEK293 TREx D1 cells, calcium flux, dopamine EC80; stronger effect = lower value | AID 504652; in the data active = activity change below about -30%; also: % is scaled to controls: 0 for no effect and ±100 for the full control effect
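Cells carrying a force-coupled, tetracycline-inducible human D1 receptor report calcium flux. Each well gets a 10 s baseline, compound with 180 s monitoring, then an EC80 dopamine stimulus with a second 180 s kinetic read.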
Vif-A3G inh = blocks the Vif interaction with human APOBEC3G. 0.076% of 410,000 active. AID 602310. Q9HC16. HeLa A3G-eYFP + Vif (tagged APOBEC3G with the HIV-1 protein that degrades it), YFP fluorescence, overnight. Potency, µM (doses to about 46.1 µM), inactives show top-dose activity, negative = active, hits mostly inhibitors;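 also: potency is read from the fitted curve at half-maximal effect; % is scaled to controls: 0 for no effect and ±100 for the full control effect; nearly all actives have a fitted effect of over 60% in size; hits raise eYFP signal because A3G escapes Vif-driven loss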
Target sequence (Q9HC16 whole entry, looked up): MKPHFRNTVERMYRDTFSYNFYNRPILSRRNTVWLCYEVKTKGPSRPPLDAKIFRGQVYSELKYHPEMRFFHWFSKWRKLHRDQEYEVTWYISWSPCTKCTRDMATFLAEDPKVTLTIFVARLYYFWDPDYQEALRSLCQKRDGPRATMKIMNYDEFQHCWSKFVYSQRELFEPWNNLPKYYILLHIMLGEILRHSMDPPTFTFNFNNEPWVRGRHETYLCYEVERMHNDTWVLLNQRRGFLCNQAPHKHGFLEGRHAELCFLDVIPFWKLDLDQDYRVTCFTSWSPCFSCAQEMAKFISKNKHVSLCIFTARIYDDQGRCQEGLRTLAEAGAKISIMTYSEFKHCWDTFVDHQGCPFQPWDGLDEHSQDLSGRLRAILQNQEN
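Read-out is eYFP fluorescence (Ex 488/Em 500-530) from Vif-expressing HeLa A3G-eYFP cells; more signal means A3G escaped Vif-mediated degradation. Cells plated overnight, compound pinned in, incubated overnight at 37 deg C.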
* hit, by the source's call; ? = inconclusive; . = no result given. Unless noted, calls follow the shape of the dose curve; as a rule, active = well fitted curve in the direction sought with a large enough effect; inconclusive = small, poorly fitted or top-dose-only effect, or another doubt; inactive = no such curve, though single readings can be large; an effect the other way counts as inactive or inconclusive. A portion of the library; rates above refer to the full screens.

No.	SMILES	D1 ag	RXFP1 ag	Glioma ERSR ind	Vif-A3F inh	D1 PAM	LDHA block	D1 antagonist	Vif-A3G inh	D2 PAM
1	O=C(/C=C/c1ccccc1)NC(N1CCOCC1)C(Cl)(Cl)Cl (stereo not drawn)	0	-2.0%	5%	4%	-3	-4	-34*	6%	.
2	O=C(COC(=O)c1ccc(S(=O)(=O)Nc2ccccc2)cc1)NCc1ccco1	29	0.4%	-2%	-7%	2	0	4	2%	3
3	Cn1c(=O)n(C)c2cc(NC(=O)CSc3nc4ccccc4c(=O)[nH]3)ccc21	4	8.4%	2%	-9%	.	-1	4	-5%	-1
4	CCc1ccccc1NC(=O)C(C)n1nc([N+](=O)[O-])c(Br)c1C (stereo not drawn)	3	0.7%	-3%	-2%	6	-3	-5	-1%	-14
5	CCC(=O)Oc1ccc2c(c1)OC1(OC(C)=O)OC(C)CC1=C2C (stereo not drawn)	1	18%	4%	-25%	-4	-3	3	1%	-3
6	CSc1nnc(-c2cnccn2)n1C	-2	-0.4%	2%	-6%	-4	-12	1	0%	10
7	COc1ccc(CCNC(=O)CCn2c(=O)oc3ccccc32)cc1	1	0.8%	0%	-19%	-4	-13	3	3%	-1
8	COc1ccc2c(c1)[C@H]1[C@H](CO2)[C@H](c2ccccc2)[C@]2(C)C(=O)Nc3ccc(F)cc3C(=O)N12	.	.	-3%	-4%	.	1	.	-30%	.
9	CC1CN(C(=O)C(C)Sc2nnnn2C)CC(C)O1 (stereo not drawn)	3	0.0%	-3%	?	-5	-2	-6	-6%	-4
10	CCOC(=O)c1[nH]c(C)c(C(=O)Nc2ccc(C)c(C)c2)c1C	0	1.4%	5%	-22%	6	-8	11	?	5
11	CCc1ccc(-n2nc(CO)c(C(=O)NC)n2)cc1	0	0.2%	-1%	-8%	1	-5	-21	0%	-3
12	CCC(=O)Nc1c(-c2ccc(Cl)cc2)c(=O)c2ccccc2n1C	4	0.0%	-3%	2%	-3	-4	-13	2%	-12
13	O=C(CNC(=O)c1ccc(-c2ccccc2)cc1)Nc1cccc(CO)c1	.	.	0%	0%	.	-2	.	-4%	.
14	CC(C)(C)c1ccc(OC2=CS(=O)(=O)c3ccccc32)cc1	5	3.0%	2%	1%	-3	0	17	2%	-5
15	COc1ccc(CCN=C(N)NS(=O)(=O)c2ccc(C)cc2)cc1OC	-4	-3.1%	2%	-17%	-2	-5	-14	-3%	5
16	Cc1c(Nc2ccc3nonc3c2[N+](=O)[O-])c(=O)n(-c2ccccc2)n1C	6	2.3%	-2%	8%	-4	-7	7	1%	.
17	O=C(Cn1nc(-c2ccc(F)cc2)ccc1=O)Nc1ccc(C(=O)NC2CC2)cc1	1	1.8%	-2%	-5%	-3	-5	-1	1%	8
18	CCOC(=O)C1CCN(c2ncnc3c(C)csc23)CC1	12	2.5%	-8%	10%	-2	-2	-16	-1%	1
19	COc1cccc2cc(C(=O)NCc3ccco3)c(=O)oc12	4	6.8%	0%	-1%	-2	-4	-8	0%	6
20	C/C(=N\NC(=O)c1cc2ccccc2cc1O)c1ccc2c(c1)OCO2	5	2.5%	3%	5%	1	6	-9	0%	-3
21	O=C(Nc1ccc(C(=O)O)cc1)/C(=C\c1ccc2c(c1)OCO2)NC(=O)c1ccc(Br)cc1	5	-0.8%	-4%	-1%	0	-7	-1	0%	.
22	O=S(=O)(c1ccccc1)c1nc(NCc2ccccc2)sc1Cl	1	8.7%	-6%	1%	-11	-4	-28	0%	-3
23	CCOCc1cc(=O)[nH]c(SC)n1	2	0.7%	-3%	6%	-2	-4	7	-9%	-13
24	O=C(Nc1ccc(C(=O)O)cc1)/C(=C\c1ccc([N+](=O)[O-])cc1)NC(=O)c1ccc(Br)cc1	2	-1.5%	-2%	-1%	-5	-8	1	0%	-3
25	O=C(CCS(=O)(=O)c1ccccc1)N(Cc1cccnc1)c1nc2ccc(F)cc2s1	17	-2.5%	-5%	-1%	-1	-7	.	-8%	24
26	CCCCCc1cc(=O)oc2c(C(CCN3CCCC3)c3ccc(N(C)C)cc3)c(OC)cc(OC)c12 (stereo not drawn)	2	-0.1%	-12%	6%	1	2	12	1%	-9
27	O=C(Nc1nc2ccccc2[nH]1)C12CC3CC(CC(C3)C1)C2	1	-1.5%	11%	-15%	-2	-11	2	-3%	2
28	CCCCCN(C(=O)CCC(=O)OCC(=O)NCCc1ccccc1)c1c(N)n(CCCC)c(=O)[nH]c1=O	.	.	-2%	1%	.	-4	.	-10%	.
29	N#Cc1ccc(N2CCCNCC2)nc1	1	-0.2%	-1%	-1%	-3	-4	-6	0%	-8
30	COc1ccccc1C(=O)COC(=O)c1cc(=O)[nH]c2ccccc12	1	8.7%	2%	11%	3	0	1	-8%	2

Reprinted, compounds 21–30
No.	SMILES	D1 ag	RXFP1 ag	Glioma ERSR ind	Vif-A3F inh	D1 PAM	LDHA block	D1 antagonist	Vif-A3G inh	D2 PAM
21	O=C(Nc1ccc(C(=O)O)cc1)/C(=C\c1ccc2c(c1)OCO2)NC(=O)c1ccc(Br)cc1	5	-0.8%	-4%	-1%	0	-7	-1	0%	.
22	O=S(=O)(c1ccccc1)c1nc(NCc2ccccc2)sc1Cl	1	8.7%	-6%	1%	-11	-4	-28	0%	-3
23	CCOCc1cc(=O)[nH]c(SC)n1	2	0.7%	-3%	6%	-2	-4	7	-9%	-13
24	O=C(Nc1ccc(C(=O)O)cc1)/C(=C\c1ccc([N+](=O)[O-])cc1)NC(=O)c1ccc(Br)cc1	2	-1.5%	-2%	-1%	-5	-8	1	0%	-3
25	O=C(CCS(=O)(=O)c1ccccc1)N(Cc1cccnc1)c1nc2ccc(F)cc2s1	17	-2.5%	-5%	-1%	-1	-7	.	-8%	24
26	CCCCCc1cc(=O)oc2c(C(CCN3CCCC3)c3ccc(N(C)C)cc3)c(OC)cc(OC)c12 (stereo not drawn)	2	-0.1%	-12%	6%	1	2	12	1%	-9
27	O=C(Nc1nc2ccccc2[nH]1)C12CC3CC(CC(C3)C1)C2	1	-1.5%	11%	-15%	-2	-11	2	-3%	2
28	CCCCCN(C(=O)CCC(=O)OCC(=O)NCCc1ccccc1)c1c(N)n(CCCC)c(=O)[nH]c1=O	.	.	-2%	1%	.	-4	.	-10%	.
29	N#Cc1ccc(N2CCCNCC2)nc1	1	-0.2%	-1%	-1%	-3	-4	-6	0%	-8
30	COc1ccccc1C(=O)COC(=O)c1cc(=O)[nH]c2ccccc12	1	8.7%	2%	11%	3	0	1	-8%	2

(cont.)
No.	SMILES	D1 ag	RXFP1 ag	Glioma ERSR ind	Vif-A3F inh	D1 PAM	LDHA block	D1 antagonist	Vif-A3G inh	D2 PAM
31	Cc1ccsc1C(=O)OCC(=O)N1CCOCC1	1	-1.5%	1%	.	-5	-3	8	0%	-2
32	O=[N+]([O-])c1ccccc1-c1ccc(C(=S)N2CCCCC2)o1	1	0.7%	4%	8%	2	5	-10	-3%	-7
33	COc1ccccc1N1CCN(S(=O)(=O)c2ccc(F)cc2)CC1	13	0.2%	-1%	4%	1	-4	15	-1%	14
34	O=C(COc1ccccc1)Nc1nnc(COc2ccccc2)s1	2	-0.1%	-3%	0%	-8	-1	-3	-7%	-10
35	CC(C)C(=O)Nc1cccc(NC(=S)NC(=O)C(c2ccccc2)c2ccccc2)c1	14	-1.3%	-6%	-9%	2	0	11	-21%	-8
36	O=C1C2C3C=CC(C3)C2C(=O)N1c1ccc(S(=O)(=O)Nc2nccs2)cc1 (stereo not drawn)	3	3.9%	-5%	-7%	-5	-10	-9	-3%	6
37	Cc1ccc(NC(=O)Cn2cc(S(=O)(=O)N3CCCC3)c(S(=O)(=O)N3CCCC3)c2)c(C)c1	2	1.1%	-1%	-4%	-8	1	-9	-5%	-2
38	CC(C)CC1Nc2ncnc(N3CCN(c4ccccc4)CC3)c2N(Cc2ccc(Br)cc2)C1=O (stereo not drawn)	3	-1.1%	-5%	2%	4	-7	-2	0%	4
39	O=C(Nc1ccccc1)C1=C(c2ccccc2)S(=O)(=O)CCS1(=O)=O	3	-2.4%	-14%	16%	2	4	15	?	58*
40	O=C(N/N=C/c1ccsc1)c1ccccn1	2	5.2%	-7%	-7%	0	0	-2	2%	-9
41	CCSc1ncc(/C=N/Nc2ccc([N+](=O)[O-])cc2)n1C	37*	0.3%	3%	4%	-4	-1	-5	-3%	5
42	Cc1ccccc1N1C(=O)C(Cc2ccc(F)cc2)S/C1=C(\C#N)C(N)=O (stereo not drawn)	4	-1.6%	-3%	?	2	-5	5	-11%	-3
43	NC(=O)c1nn(-c2ccccc2)nc1N	0	4.2%	-1%	1%	-11	-4	0	0%	-18
44	Cn1c(=O)[nH]c(=O)c2c1nc(NCCN)n2CCOc1ccccc1	3	-1.4%	-6%	0%	0	-1	-2	0%	-3
45	NC(=O)C1CCN(c2csc3ccc(F)cc3c2=O)CC1	2	0.4%	-1%	0%	2	-1	10	1%	3
46	CCOc1ccc(C2CC(=O)NC2=O)cc1 (stereo not drawn)	6	0.0%	-2%	4%	23	-5	13	-4%	-5
47	S=c1[nH]nc(Cc2cccc3ccccc23)o1	1	-0.6%	-3%	-2%	-8	-3	-21	-2%	0
48	COc1ccc(C#Cc2c(-c3ccccc3)n(C)c3ccccc23)cc1	.	.	3%	-9%	.	6	.	-30%	.
49	O=c1ccc(-c2nc3ccccc3n2Cc2ccccc2Cl)c[nH]1	1	-2.2%	-2%	-6%	8	0	3	-5%	19
50	CCN1CCN(c2ccccc2NC(=O)C(C)Oc2ccc(C(C)=O)cc2)CC1 (stereo not drawn)	0	0.7%	-3%	4%	-4	-2	-49*	2%	-17
51	OCCC1CN(Cc2cc3c(cc2Cl)OCO3)CCN1C1CCCCC1 (stereo not drawn)	2	1.4%	-2%	2%	4	-6	4	6%	-21

Source: PubChem BioAssay (National Center for Advancing Translational Sciences (NCATS))
